NPSR antagonist – neuropeptide S receptor (human) antagonism, cAMP | Q6W5P4 | actives 1% (n = 220,000) | Potency, µM (highest dose often 38.3 µM), without a hit: top-dose activity change, negative = inhibition, usual class: inhibitors | CHO-NPSR cells, cAMP TR-FRET, antagonist mode | AID 1461; note: potency is the fitted concentration of half-maximal effect; % is set by controls: 0 for no effect and ±100 for the full control effect; nearly all actives have a fitted effect of over 50% in size; many of its hits are not listed in these tables
Target sequence (Q6W5P4 whole entry, looked up): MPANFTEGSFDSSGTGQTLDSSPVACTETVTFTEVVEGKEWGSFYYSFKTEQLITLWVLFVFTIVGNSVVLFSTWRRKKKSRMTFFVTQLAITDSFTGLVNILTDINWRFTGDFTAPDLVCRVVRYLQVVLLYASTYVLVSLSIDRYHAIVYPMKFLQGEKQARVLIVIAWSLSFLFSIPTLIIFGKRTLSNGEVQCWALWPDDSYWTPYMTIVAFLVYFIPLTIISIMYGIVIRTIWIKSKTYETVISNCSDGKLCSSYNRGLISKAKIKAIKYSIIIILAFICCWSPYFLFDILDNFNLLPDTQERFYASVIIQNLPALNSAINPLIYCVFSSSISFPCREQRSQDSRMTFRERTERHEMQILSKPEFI
IMPase Li cell – membrane-permeable IMPase blocker, potentiated with lithium; CHO-M1 cells, IP1 TR-FRET (IP-One), carbachol + lithium; AID 1457; actives 0.35% (n = 210,000); Potency, µM (titrated, usually from 59.4 µM), without a hit: at the top dose activity, negative = IMPase inhibition, actives largely listed as inhibitors;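 note: IP1 builds up when IMPase is blocked and the TR-FRET signal falls; potency is the fitted concentration of half-maximal effect; plate controls were basal vehicle for no effect and high inhibitor control for full effect; nearly all actives have a fitted effect of over 50% in size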
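Steps: plate 2000 CHO-M1 cells per well and culture 16–30 h; add compound and lithium; incubate 30 min, 37C; add d2-IP1 tracer and Eu cryptate anti-IP1 antibody in lysis buffer; read after 10 min at room temperature.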
Luc counter – blocks Kinase-Glo luciferase, a counter-screen artifact; AID 1379; Potency, µM (top dose mostly 38.3 µM), for the others: at the top dose activity change, negative = inhibition, most hits filed as inhibitors; actives 0.28% (n = 200,000); Kinase-Glo luciferase, ATP luminescence, 8 min; note: potency is the fitted concentration of half-maximal effect; % is set by controls: 0 for no effect and ±100 for the full control effect; nearly all actives have a fitted effect of over 60% in size
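Recombinant Kinase-Glo luciferase, 10 uM ATP (linear range), luciferin; imidazole pH 7.2 / KCl / MgCl2 / Tween / BSA buffer; 8 min RT; luminescence.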
L3MBTL1 inh – L3MBTL1 (human) inhibition. AlphaScreen L3MBTL1–H3K9me1 peptide binding. Potency, µM (highest dose often 57.1 µM), inactives show at the highest dose activity, negative = inhibition, actives largely listed as inhibitors. actives 0.66% (n = 230,000); note: potency is the fitted concentration of half-maximal effect; % is set by controls: 0 for no effect and ±100 for the full control effect; nearly all actives have a fitted effect of over 60% in size
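AlphaScreen proximity signal between nickel-chelate acceptor and streptavidin donor beads (final 10 ug/mL) reports binding of 50 nM L3MBTL1 to 75 nM biotin-H3 K9me1 peptide; complex incubated with compounds 30 min at room temperature; cefsulodin titration as control.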
CBFb-RUNX1 inh – CBF-beta/RUNX1 interaction disruption. Potency, µM (doses to about 59.8 µM), for the others: at the highest dose activity, negative = inhibition, most hits filed as inhibitors. AlphaScreen CBFb-His/RUNX1-biotin binding, biochemical. 230,000 tested, under 10 active. Q01196+Q13951. AID 1477; note: % of control where 0% means no effect
Target sequence (Q01196 whole entry, looked up): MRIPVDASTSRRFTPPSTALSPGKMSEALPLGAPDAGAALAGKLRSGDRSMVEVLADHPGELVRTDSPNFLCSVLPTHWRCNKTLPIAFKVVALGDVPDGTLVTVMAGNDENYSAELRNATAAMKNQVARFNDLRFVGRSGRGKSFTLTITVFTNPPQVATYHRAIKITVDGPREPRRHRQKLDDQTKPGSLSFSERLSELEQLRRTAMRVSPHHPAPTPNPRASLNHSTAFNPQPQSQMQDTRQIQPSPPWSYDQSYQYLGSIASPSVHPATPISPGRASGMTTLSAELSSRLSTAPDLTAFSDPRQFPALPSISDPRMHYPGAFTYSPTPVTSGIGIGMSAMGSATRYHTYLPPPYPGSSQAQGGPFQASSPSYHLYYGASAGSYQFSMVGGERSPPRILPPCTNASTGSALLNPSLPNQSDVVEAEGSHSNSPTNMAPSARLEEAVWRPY
Target sequence (Q13951 whole entry, looked up): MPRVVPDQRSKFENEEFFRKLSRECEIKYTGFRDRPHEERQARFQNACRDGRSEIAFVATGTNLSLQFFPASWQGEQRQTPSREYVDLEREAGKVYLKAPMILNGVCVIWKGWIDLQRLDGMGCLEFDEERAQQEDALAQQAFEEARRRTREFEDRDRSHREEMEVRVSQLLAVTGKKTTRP
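AlphaScreen binding: CBFb-His and RUNX1-biotin (30 nM each) preincubated 20 min, compound added for 15 min, then nickel and streptavidin beads for 90 min, all at room temperature. Disruption of the interaction by any mechanism counts as activity.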
HTT aggregate – mutant huntingtin aggregation inhibition. PC12 HttQ103-GFP aggregates, Acumen cytometry, 40 h. Potency, µM (series often up to 46.1 µM), without a hit: top-dose activity change, negative = inhibition, usual class: inhibitors. actives 1.1% (n = 220,000); note: potency is the fitted concentration of half-maximal effect; % is set by controls: 0 for no effect and ±100 for the full control effect; nearly all actives have a fitted effect of over 60% in size
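Quantitative HTS on tebufenozide-induced (100 nM) PC12 cells stably expressing polyQ103 Huntingtin exon 1–GFP. Reduction of bright GFP aggregates, detected by laser scanning cytometry after lysis, identified actives across the titration.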
Epigenetic derep – derepresses silenced GFP reporter in murine cells; actives 0.2% (n = 280,000); Potency, µM (doses to about 53.9 µM), for inactives: top-dose GFP activation, hits mostly activators; murine LDR cells, GFP reporter derepression, 30 h; note: potency is the fitted concentration of half-maximal effect; % of control where 0% means no effect; nearly all actives have a fitted effect of over 60% in size
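Derepression of a silenced CMV-GFP reporter in murine LDR cells is scored by enumerating GFP-positive cells with a laser-scanning microplate cytometer after 30 hours of treatment at 37 C.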
* hit, by the source's call; u = inconclusive; x = no result given; [ ] = another dose, or the depositor's remark. Calls come from the whole dose curve; as a rule, active = well fitted curve in the direction sought with a large enough effect; inconclusive = small, poorly fitted or top-dose-only effect, or another doubt; inactive = no such curve, though single readings can be large; an effect the other way counts as inactive or inconclusive. An excerpt; rates above refer to the full screens.

SMILES | NPSR antagonist | IMPase Li cell | Luc counter | L3MBTL1 inh | CBFb-RUNX1 inh | HTT aggregate | Epigenetic derep
C=CCNCCOc1ccccc1-c1ccccc1 | 9% | 10% | -4% | 10% | 6% | u | -0.9%
Cc1ccc(C(=O)N2CCN(c3ccc(NC(=S)NC(=O)c4cccs4)cc3)CC2)cc1 | 28% | 10% | -1% | u | -23% | 14%[9.22 µM] | 3.2%
Cc1ccc(/C=N/n2cc(-c3ccccc3)[nH]c2=S)s1 | -46% | -9% | 1% | x | -9% | -92% | u
Cc1cc2cc3c(=O)[nH]c(=O)[nH]c3nc2cc1C | u | 1% | -7%[7.66 µM] | -2% | 7% | -1%[9.22 µM] | 3.3%
COc1ccccc1OCC(=O)OCn1c(SC)nnc(C)c1=O | 9% | -1% | -2% | 7% | 10% | u | 0.0%
COc1ccc(/C=N/NC(=S)NCc2ccccc2)cc1OC | 4% | -1% | 2% | -5% | -16% | -10% | 0.0%
CC(C)CCCCCCNC(=S)Nc1ccc(S(=O)(=O)N2CCOCC2)cc1 | u | 13% | -3% | -3% | 2% | u | -1.3%
N#CC(C(=O)C1CCCCC1)c1nc2ccccc2[nH]1 (stereo unspecified) | -11%[46.1 µM] | 5%[38.3 µM] | 0% | 5%[11.4 µM] | 4% | -32% | 0.0%
CCC(Sc1nncn1C)C(=O)Nc1nnc(-c2ccc(Cl)cc2)s1 (stereo unspecified) | -8%[46.1 µM] | 4%[38.3 µM] | -3% | 8% | 7% | 4% | 0.4%
COc1ccc(CCNC(=O)CCC(=O)Nc2nnc(C(C)C)s2)cc1OC | 16% | -10% | -3% | 6% | 0% | 16% | -2.3%
N#Cc1cc(C(=O)c2cc(Br)ccc2O)cn(Cc2ccccc2)c1=O | -33% | -4% | 3% | x | -19% | u | 2.5%
O=C(C1CCN(S(=O)(=O)c2cnc[nH]2)CC1)N1CCN(c2ncccn2)CC1 | -7%[46.1 µM] | 17%[38.3 µM] | 0% | 0% | 2% | u | 0.9%
O=C1C=CN(C(=O)Oc2ccccc2)CC1 | 17% | -8% | 4% | 3% | -1% | 22% | 2.1%
CCNC(=O)c1c(NC(C)=O)sc2c1CCCC2 | 6%[46.1 µM] | -1%[38.3 µM] | 1% | -3% | 0% | -1% | -1.0%
Cc1ccc(-c2noc(CCCc3ccccc3)n2)cc1 | -10%[46.1 µM] | 13%[38.3 µM] | -3% | 186%[activator] | 21% | 0% | -1.4%
CNC(=S)N/N=C/c1cn(Cc2c(F)cccc2Cl)c2ccccc12 | -10% | 1% | -3% | -8% | u | u | 1.3%
CCOC(=O)C1=C(C)Nc2ccccc2N=C1NC(=O)Cc1ccc(Cl)c(Cl)c1 | -13% | 5% | 1% | -2%[11.4 µM] | 5% | -4% | -1.2%
Cc1ccc(NC(=O)CSc2nnnn2-c2ccc3c(c2)OCO3)cc1C | -50% | 12% | 2% | -24% | 0% | -26% | 1.0%
CC(C)c1ccc(C(=O)NC(=S)NCc2cccnc2)cc1 | 4% | 10% | 1% | -8% | 1% | -23% | -1.9%
Cc1ccc(C(=O)CC(c2cccs2)S(=O)(=O)c2ccc(C)cc2)cc1 (stereo unspecified) | 8% | 1% | -5% | 3% | -8% | 12% | -1.1%
COc1cc(C(=O)O/N=C2\CCCc3c2ccc(OC)c3[N+](=O)[O-])cc(OC)c1OC | -4%[46.1 µM] | 4%[38.3 µM] | -5% | 2% | 4% | 17% | 1.2%
CC(=O)c1ccc(NC(=O)CSc2ccc(-c3ccc4c(c3)OCO4)nn2)cc1 | u | u | -23% | -10% | 11% | -12% | 0.0%
Cc1cc(NC(=O)CC23CC4CC(C2)CC(CC(=O)Nc2cc(C)on2)(C4)C3)no1 | -11%[46.1 µM] | 28%[38.3 µM] | 1% | -10% | 7% | -1% | 0.2%
Cn1c(Cc2ccc3c(c2)OCO3)nnc1SCC(=O)NC(C)(C)C | 8% | -4% | 1% | 3% | 10% | 4% | -3.8%
COCCOC(=O)c1sc2nc[nH]c(=O)c2c1C | 20% | -5% | 0% | x | 11% | u | -1.1%
O=C(CN1CCN(Cc2ccccc2Cl)C1=O)NC1CCCCCCC1 | -5%[46.1 µM] | 16%[38.3 µM] | -4% | x | 5% | -15% | -0.3%
Nc1nnc(N2CCCCC2)s1 | -5%[46.1 µM] | 1%[38.3 µM] | -7% | -6% | 9% | 11% | -2.6%
COC(=O)CCC(NC(=O)OCc1ccccc1)C(=O)NC(CC(C)C)C(=O)OC (stereo unspecified) | -19%[46.1 µM] | -8%[38.3 µM] | -2% | 2% | -1% | 3% | -1.1%
COc1ccc(C(=O)Nc2ccccc2C(=O)NC(Cc2ccc(O)cc2)C(=O)NNC(=O)c2ccccc2Cl)cc1 (stereo unspecified) | 1%[46.1 µM] | u | 1% | -4% | 5% | 3% | u
Cc1cc(C)c(S(=O)(=O)Nc2ccc(-c3cn4ccccc4n3)cc2)c(C)c1 | -22%[46.1 µM] | 47%[activator][38.3 µM] | 3% | x | u | 13% | 0.0%

As entered above.
IMPase Li cell result of COCCOC(=O)c1sc2nc[nH]c(=O)c2c1C → -5%
Luc counter result of Cc1cc2cc3c(=O)[nH]c(=O)[nH]c3nc2cc1C → -7%[7.66 µM]

New compounds follow:
SMILES | NPSR antagonist | IMPase Li cell | Luc counter | L3MBTL1 inh | CBFb-RUNX1 inh | HTT aggregate | Epigenetic derep
CC(=O)Oc1cccc(C)c1 | x | 1% | 1%[39.9 µM] | x | u | 6% | 2.6%
O=C1C(Cl)=C(NCCN2CCOCC2)C(=O)c2ncccc21 | x | 38%[activator] | -11% | x | u | x | 4.5%
CCc1ccc(CN(C)Cc2nc(Cc3cccc(C(F)(F)F)c3)no2)nc1 | 33% | 5% | x | 21% | 3% | -8%[9.22 µM] | -0.2%
O=C(COC(=O)C1CCN(S(=O)(=O)c2cccs2)CC1)Nc1ccc(F)cc1F | 6% | x | x | 3% | 2% | -1%[9.22 µM] | -0.3%
Cc1cccn2c(=O)c3cc(C#N)c(=NC(=O)c4ccncc4)n(CCCOC(C)C)c3nc12 | u | 7%[38.3 µM] | -1% | -5% | 2% | -10% | 3.1%
O=C(C1CCCC1)N1CCN=C1SCc1cccc([N+](=O)[O-])c1 | -29% | 13% | 3% | x | -8% | -6% | -5.2%
COc1ccc(CCn2c(-c3ccc(Cl)cc3)n[nH]c2=S)cc1OC | -15% | -5% | 1% | -17% | -5% | -4% | -1.5%
O=[N+]([O-])c1c(C(Cl)Cl)nn(-c2ccccc2)c1N1CCOCC1 | 9% | 7% | -3% | -13% | -8% | 7%[9.22 µM] | 0.9%
Cc1cc(S(=O)(=O)Cc2noc(-c3c(C)noc3C)n2)c(C)cc1Cl | 13% | x | x | 9% | 3% | -12%[9.22 µM] | 0.1%
COC(=O)c1ccccc1S(=O)(=O)N1CCc2nc(-c3ccccc3)c3c(c2C1)CO[C@@H](C)C3 | x | 13% | -7%[7.66 µM] | x | 8%[13.1 µM] | x | x
COCCN1Cc2cccc(C(=O)NCc3cccnc3)c2C1=O | -2%[46.1 µM] | -16%[38.3 µM] | -3% | 6% | -2% | -3% | 0.7%
C=CCn1c(SCC(=O)c2cccs2)nnc1-c1cccc(OC)c1 | -14%[46.1 µM] | 9%[38.3 µM] | 1% | x | -2% | 10% | 0.0%
O=C(COC(=O)CN1C(=O)C(=O)c2ccccc21)OCN1C(=O)c2ccccc2C1=O | 8% | -11% | -3% | -8% | 17% | 3% | -3.0%
CC(C)Cn1c(-c2csc3ccccc23)n[nH]c1=S | -8%[46.1 µM] | 3%[38.3 µM] | -4% | -3% | -1% | 10% | -1.1%
CC(=O)O/N=C(/c1nonc1N)N(C)C | 8% | -4% | 2% | 30% | 0% | 1%[9.22 µM] | -3.1%
Cc1ccc(/C([O-])=C(/C(=S)NCc2ccccc2)[n+]2ccccc2)cc1[N+](=O)[O-] | -12% | 4% | 5% | -4% | -7% | 10% | -1.2%
Fc1cccc(CN2CCN3CCCC3C2C2CCCCC2)c1 (stereo unspecified) | -12%[46.1 µM] | 6%[38.3 µM] | 0% | -2% | -2% | 7% | -0.9%
Cc1ccc(C)c(NC(=O)CSc2nc3c(oc4ccccc43)c(=O)n2-c2ccccc2)c1 | -7%[46.1 µM] | x | x | -1% | 1% | 12% | -0.9%
CC(=O)N(C(C)=O)c1c(C#N)c(C)n(-c2ccccc2)c1C(=O)c1ccccc1 | -2%[46.1 µM] | 16%[38.3 µM] | -1% | -10%[11.4 µM] | 13% | -2% | 0.0%
Cc1cc(C)cc(-c2nnc(SCC(=O)NCc3cccs3)o2)c1 | -19%[46.1 µM] | 19%[38.3 µM] | -3% | 11% | 0% | 5% | 4.8%
CCn1c(CSCc2ccc(Cl)cc2)n[nH]c1=S | -11% | 0% | 1% | x | 3% | -4% | 1.3%
O=C(C1CCCCN1S(=O)(=O)c1ccccc1)N1CCCCC1 (stereo unspecified) | 1%[46.1 µM] | 6%[38.3 µM] | -2% | 49%[activator] | -15% | 6% | 2.4%
C=CCc1ccccc1OCC(O)CN1CCN(c2ccc(C)cc2)CC1 (stereo unspecified) | -7%[46.1 µM] | 7%[38.3 µM] | -3% | -17% | -8% | 9% | -1.1%
COc1ccc(NC(=O)/C=C2\SC(=O)NC2=O)cc1 | -35% | -9% | 2% | x | 7% | -7% | 0.0%
O=C(CSc1ncnc2ccccc12)Nc1ccc2c(c1)OCCO2 | 3% | -1% | 0% | 2% | -2% | -8% | -2.3%
C/C=C(\C)C(=O)Nc1cccc(C2=NOC3(C2)C[C@H](C(N)=O)N(C(=O)CC#N)C3)c1 (stereo partly specified) | 29% | x | x | x | 11% | 15%[9.22 µM] | -1.9%
O=C(CCn1[nH]c(=O)c2ccccc2c1=O)OC1CCCCC1 | -15%[46.1 µM] | -18%[38.3 µM] | 7% | 0% | 4% | 7% | 0.0%
O=C1C2C3C=CC(C3)C2C(=O)N1c1ccc(Cc2ccncc2)cc1 (stereo unspecified) | -5%[46.1 µM] | 6%[38.3 µM] | -2% | -6% | -6% | u | -2.1%
CCOCCn1c(N2CCN(c3ccccc3)CC2)nc2c1c(=O)[nH]c(=O)n2C | -3% | 15% | -16% | -3% | 11% | -12%[9.22 µM] | -0.1%
C=CCn1c(SCC(=O)OCC)nc2cc(C(=O)NCc3ccco3)ccc2c1=O | -11%[46.1 µM] | 0%[38.3 µM] | -2% | x | -2% | 5% | -0.7%
Clc1cccc(Cl)c1Cn1cnc2c(NCc3ccco3)ncnc21 | -28%[46.1 µM] | 18%[38.3 µM] | -3% | x | 6% | u | -2.9%
CC(=O)Nc1nc(C)c(C(C)(C)C)s1 | -3% | x | x | -10% | 0% | 19%[9.22 µM] | 15%

Source: PubChem (National Center for Advancing Translational Sciences (NCATS))
